# TbREL1 inh = TbREL1 RNA ligase inhibitors, primary screen, biochemical, FRET fluorescence | TbREL1 RNA ligation | inhibition, % at 9.66 µM | 0.49% of 89,000 active;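 active = inhibition above the mean inhibition across all screened compounds plus 3 SD, cut at about 11% in these data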;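 note: 0% = plate median of test wells and 100% = NSC42067 control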
# Target sequence (P86926 whole entry, looked up): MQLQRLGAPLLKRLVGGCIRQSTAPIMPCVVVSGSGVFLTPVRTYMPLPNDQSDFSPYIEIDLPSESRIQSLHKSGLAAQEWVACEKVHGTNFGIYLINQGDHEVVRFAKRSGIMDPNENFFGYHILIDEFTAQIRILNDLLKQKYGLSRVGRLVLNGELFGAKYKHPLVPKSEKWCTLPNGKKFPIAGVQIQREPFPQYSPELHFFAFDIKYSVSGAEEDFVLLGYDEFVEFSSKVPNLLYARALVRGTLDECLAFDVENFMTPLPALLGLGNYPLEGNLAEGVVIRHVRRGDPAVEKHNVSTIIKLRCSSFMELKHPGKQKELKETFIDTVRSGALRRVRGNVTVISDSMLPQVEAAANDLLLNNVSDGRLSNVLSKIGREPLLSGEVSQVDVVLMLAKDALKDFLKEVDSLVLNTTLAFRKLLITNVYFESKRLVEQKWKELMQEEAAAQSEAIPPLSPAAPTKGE
# The depositor's hits bear a star. Some of the compounds tested, so the mix of outcomes need not match the whole.
SMILES,TbREL1 inh
CN(Cc1ccccc1)Cc1nc2c([nH]1)c(=O)[nH]c(=O)n2C,1.6
Cc1ccc(C(=O)Cn2ncsc2=N)cc1,-1.3
CC(c1nc2ccccc2[nH]1)n1c(=O)c(-c2ccco2)nc2ccccc21 (stereo not given),-1.7
N#C/C(=C(/O)COC(=O)CCc1ccc(S(=O)(=O)N2CCOCC2)cc1)c1nc2ccccc2[nH]1,-2.7
CC(=O)N(C1CC(C)C(C#N)(C#N)C1(C#N)C#N)N(C)C (stereo not given),2.7
Cc1cc(C)nc(SCc2cn3cc(Cl)ccc3n2)n1,3.4
CCOC(=O)N1CCN(CC(O)COC2CC(C)CC(C)(C)C2)CC1 (stereo not given),-4.3
COc1ccc(C)c(S(=O)(=O)Nc2ccc(OCC(=O)O)cc2)c1,-2.8
Cn1c(SCC(=O)n2c3c(c4ccccc42)CCCC3)nnc1-c1ccccc1,-3.8
CCOC(=O)c1c[nH]n(-c2ccc(C)cc2)c1=O,0.7
O=C(CSc1nnc(Cn2c(=O)sc3ccccc32)n1-c1ccccc1)NCc1ccco1,4.1
COc1ccccc1NC(=O)c1c(NC(=O)CCC(=O)O)sc2c1CCCCC2,-2.4
COc1cccc(-c2c(C(=O)N/N=C/c3ccoc3)nnn2-c2nonc2N)c1,1.3
C=CCSc1nc2ccccc2c2nc(-c3ccccc3)nn12,-0.9
COc1ccccc1Cc1c(-c2ccc(OC)c(OC)c2)nc2c(C)cc(Br)cn12,4.6
CC1CCN(c2c(NCC3CCC(C(=O)Nc4ccccn4)CC3)c(=O)c2=O)CC1 (stereo not given),-3.3
O=C(O)Cc1ccc(NC(=O)c2cccs2)cc1,3.5
CC1CCC(NC(=O)COC(=O)C2CC3CCCC(C2)C3=O)CC1 (stereo not given),2.0
Cc1ccc(NC(=O)CCN2C(=O)c3ccccc3S2(=O)=O)cc1F,-0.8
Clc1ccc(-c2nnc(SCc3cccc4ccccc34)n2-c2ccc(Cl)cc2)cc1,3.0
CCOC(=O)c1[nH]c2c(c1C)C(=O)CC(c1ccco1)C2 (stereo not given),3.0
CCNC(=O)C1(C)CCN(C(=O)c2ccccc2F)C1 (stereo not given),1.6
CCOC(=O)c1oc2ccccc2c1NC(=O)c1cccc(OC)c1,5.8
CCC(CC)c1nnc(NC(=O)c2ccc(N3CCCC3=O)cc2)s1,-2.5
CCN1CCN(C(=O)c2ccc3c(=O)n(Cc4ccccc4OC)c(=S)[nH]c3c2)CC1,-3.9

# (cont.)
SMILES,TbREL1 inh
C=CCn1c(-c2cccs2)nc2ccccc21,-0.6
COc1ccc(-n2c(Cc3cccn3C)nnc2SCC(=O)Nc2cc(Cl)ccc2OC)cc1,0.3
O=C(c1ccc(F)cc1F)N(Cc1ccccn1)CC1CCCO1 (stereo not given),1.4
O=C(COC(=O)c1cc(=O)[nH]c2ccccc12)Nc1nc(-c2cccc(Br)c2)cs1,2.7
CC1(C)CC(N(Cc2ccc(F)cc2)C(=O)c2ccc(F)cc2)CCO1 (stereo not given),-1.8
O=C(CN1C(=O)NC2(CCCCCC2)C1=O)NCCc1ccccc1,-1.4
CC(=O)Nc1ccc(NS(=O)(=O)c2ccc(OC(C)C(=O)N3CCOCC3)cc2)cc1 (stereo not given),4.4
Cc1cc(-c2csc3nc[nH]c(=S)c23)cc(C)c1C,-8.3
COP(=O)(O)[C@@H](CC(C)C)NC(=O)OCc1ccccc1,0.2
COc1ccccc1Nc1nc(-c2sc(NC(=O)CC(C)C)nc2C)cs1,6.7
O=C(Nc1ccc(F)cc1)C1CCCN1S(=O)(=O)c1cccc2nsnc12 (stereo not given),10.1
CCn1c(=O)n(CC(=O)N2CCC(C)CC2)c(=O)c2ccccc21,0.1
Cc1cc(C)n2nc(C(=O)OCC(=O)Nc3ccc4c(c3)OC(F)(F)O4)nc2n1,1.2
CCOc1ccc(N2CC(O)=C(c3nc4ccccc4c(=O)[nH]3)C2=N)cc1,-0.6
Cc1cc(C=C(C#N)C#N)c(C)n1-c1ccccc1,0.2
CCCCOCCCNC(=O)C[C@@H]1C[C@@]2(C(=O)OC)CC(C)(C)CC=C2N(CCc2ccc(OC)c(OC)c2)C1=O,-0.5
O=C1NC[C@@H](c2ccccc2)OC(=O)[C@H](Cc2ccc(F)cc2)C/C=C\C[C@H]1CC(=O)N(CCO)Cc1ccccc1,-1.9
CCn1ccnc1CNC(=O)c1ccc(OC2CCN(C(=O)COC)CC2)cc1,-0.1
Cc1cccc(Oc2ccccc2NS(=O)(=O)c2ccc(CCC(=O)O)cc2)c1,1.6
COc1ccc(C(CC(=O)N2CCCCC2)NC(=O)C(F)(F)F)cc1 (stereo not given),-1.8
COc1ccc(-c2noc(CCC(=O)N3CCN(c4ccccc4)CC3)n2)cc1,5.7
CCCCn1nc(C(=O)N2CCN(S(=O)(=O)c3ccccc3)CC2)c2ccccc2c1=O,4.3
CN(C)S(=O)(=O)c1cccc(NC(=S)NN=C(Cc2ccccc2)Cc2ccccc2)c1,-6.0
Cc1[nH]c2ccccc2c1CC(=O)Nc1ccc(Nc2cccnc2)c(-c2ccc(-c3ccccc3)cc2F)c1,2.0
CCN(CC)C(=O)c1[nH]cnc1C(=O)NC1CCN(C(=O)OC(C)(C)C)CC1,-1.1

# Given with bars between the fields: part of the list above
molecule | TbREL1 inh
CCCCOCCCNC(=O)C[C@@H]1C[C@@]2(C(=O)OC)CC(C)(C)CC=C2N(CCc2ccc(OC)c(OC)c2)C1=O | -0.5
O=C1NC[C@@H](c2ccccc2)OC(=O)[C@H](Cc2ccc(F)cc2)C/C=C\C[C@H]1CC(=O)N(CCO)Cc1ccccc1 | -1.9
CCn1ccnc1CNC(=O)c1ccc(OC2CCN(C(=O)COC)CC2)cc1 | -0.1
Cc1cccc(Oc2ccccc2NS(=O)(=O)c2ccc(CCC(=O)O)cc2)c1 | 1.6

# The main list resumes; the 3 compounds before the break are reprinted first.
SMILES,TbREL1 inh
CN(C)S(=O)(=O)c1cccc(NC(=S)NN=C(Cc2ccccc2)Cc2ccccc2)c1,-6.0
Cc1[nH]c2ccccc2c1CC(=O)Nc1ccc(Nc2cccnc2)c(-c2ccc(-c3ccccc3)cc2F)c1,2.0
CCN(CC)C(=O)c1[nH]cnc1C(=O)NC1CCN(C(=O)OC(C)(C)C)CC1,-1.1
COc1ccc(-c2cc(C(=O)N3CC(C)CC(C)C3)c3ccccc3n2)cc1 (stereo not given),-3.6
COC(C(=O)NNC(=O)Cc1ccc(Cl)cc1)c1ccccc1 (stereo not given),0.2
CCOCCCNCC(O)c1ccccc1 (stereo not given),8.5
Oc1ccccc1/C=C/c1noc(-c2ccccc2O)n1,-0.1
Cc1cc(C(=O)OCC(=O)Nc2cccc(S(N)(=O)=O)c2)c2ccccc2n1,1.5
COc1ccc2c(c1OC)C(=O)N(c1ccccc1)C2=O,8.8
O=c1c(-c2nc3ccccc3s2)cccn1Cc1ccc(Cl)c(Cl)c1,3.3
O=C1NCCCc2c1oc1ccc(O)cc21,-1.9
Cc1noc(C(F)(F)F)c1C(=O)NNC(=O)c1ccccc1,-0.7
O=C(CN1CCCC1)NC12CC3CC(CC(C3)C1)C2,-0.4
O=S(=O)(c1ccccc1F)N1CCC(c2nc3ccccc3o2)CC1,6.0
COc1cccc(C(=O)Nc2ccc(F)c(F)c2F)c1,2.1
Cc1cccc(C(=O)N[C@H](C(=O)Nc2nc3ccc(S(C)(=O)=O)cc3s2)C(C)C)c1,0.9
COc1cc(OC)cc(C(=O)NC2CCN(C(=O)N3c4ccccc4Sc4ccccc43)CC2)c1,-2.7
CC[n+]1c(/C=C/N(C)c2ccccc2)oc2ccc(F)cc21,9.2
CC1(C)Cc2c(ccc3ccccc23)C(NNC(=O)c2cccnc2)=N1,1.8
CCOc1cc(C(=O)OCC(=O)Nc2ccc(SC(F)F)cc2)cc(OCC)c1OCC,1.4
CCS(=O)(=O)N1CCN(c2cc3c(cc2[N+](=O)[O-])n(C)c(=O)n3C)CC1,-2.2
CCN(CC)S(=O)(=O)c1ccc(C(=O)NCCCn2ccnc2)cc1,1.9
CC1CCCCC12NC(=O)N(CC(=O)NCCc1ccc(F)cc1)C2=O (stereo not given),-0.8
CC(C)CN1C(=O)c2ccc(C(=O)Nc3ccccn3)cc2C1=O,1.9
CCC1=C(OC(=O)N(CC)CC)N2C(=O)OC(=NCC3CC3)[C@]2(C)[C@H]2C1=CC[C@H]1C(=O)N(CC)C(=O)[C@H]12,-4.4
Cc1ccc(CNC(=O)C2CCCN(S(=O)(=O)c3c(C)noc3/C=C/N(C)C)C2)cc1 (stereo not given),-3.9
O=C1c2ccccc2C(=O)N1Cc1cnc(N2CCN(c3ccccc3)CC2)s1,-2.5
Cc1ccccc1NC(=O)c1cc(=O)c2ccccc2o1,1.9

# Continuation:
SMILES,TbREL1 inh
O/N=C(\c1ccccc1)C(O)c1ccccc1 (stereo not given),2.7
O=C(Nc1ccccc1)c1cc(C2CCCCN2C(=O)CCc2ccccc2)on1 (stereo not given),-0.9
Cn1c(SCC(=O)N2CCCC2=O)nc2ccccc2c1=O,-3.0
Cc1ccc(Cn2c(C)nc3c(c2=O)c2nc4ccccc4nc2n3Cc2ccco2)cc1,3.1
C[C@H](NC(=O)OCc1ccccc1)C(=O)NNC(=O)[C@H](Cc1ccccc1)NC(=O)OC(C)(C)C,4.5
Cc1cccc(NC(=O)C2CCCN2S(=O)(=O)c2cccnc2)c1C (stereo not given),1.8
COc1ccccc1NS(=O)(=O)c1cc(C(=O)N2CCN(C(=O)c3ccco3)CC2)ccc1F,1.4
CC(C)(CC(=O)c1ccccc1)CC(=O)c1ccccc1,-1.2
CC1CN=C(Nc2cccc(S(=O)(=O)N(C)C)c2)S1 (stereo not given),5.5
CCC1=NN=C(c2ccc(F)cc2)C(c2c[nH]c3ccccc23)N1O (stereo not given),-0.1
Cc1ccc(CSc2nnc(-c3ccccc3)n2Cc2ccco2)cc1,2.4
CCc1nc(SCC(=O)c2c[nH]c3ccccc23)n[nH]1,2.8
O=C(NNC(=O)c1cccc2ccccc12)c1cccc(Cl)c1,-1.8
CCOc1ccc(-c2cc(N)n(S(=O)(=O)c3cccc4nsnc34)n2)cc1,6.9
Nc1cc(S(=O)(=O)Nc2ccc(Cl)cc2)ccc1N1CCOCC1,9.7
CC(C)CC(NC(=O)c1ccc(Cl)cc1)C(=O)OCc1cc([N+](=O)[O-])cc2c1OCOC2 (stereo not given),2.1
Cc1ccc(NC(=O)C2CCC(=O)N2)cc1C (stereo not given),2.0
CC(C)C(=O)Nc1ccc(NC(=O)c2ccccn2)cn1,-2.0
C=CCc1ccc(OCCn2cccc2C=O)c(OC)c1,-0.8
O=[N+]([O-])c1ccc(CN2CCN(c3ccccc3Cl)CC2)o1,0.2
COc1ccc(NC(=S)N2CCN(C)CC2)cc1,-1.8
Cc1ccc(-n2ncc(C#N)c2/N=C/N2CCN(C)CC2)cc1,1.5
CCC(=O)N1CCc2cc(S(=O)(=O)NCCC(=O)NC3CCCc4ccccc43)ccc21 (stereo not given),-1.0
O=C(Nc1nc2ncccn2c1-c1ccc(C(F)(F)F)cc1)c1ccccc1,5.5
COc1ccccc1NC(=O)C1CCN(c2ncccn2)CC1,6.0

# Following part
SMILES,TbREL1 inh
Cc1nc(S/C(=C\c2ccc(-c3ccc(C(=O)O)c(Cl)c3)o2)C(=O)O)n[nH]1,58.4*
COc1ccc(C(C(=O)NCC2CCCO2)N(C(=O)CNC(=O)c2ccco2)c2cc(C)ccc2C)cc1OC (stereo not given),0.1
Cc1cc(F)cc(-c2cc(C(=O)NCc3ccccc3)[nH]n2)c1,3.1
COc1ccc(C(=O)OCC(=O)N2CCN(S(=O)(=O)c3ccc(C)cc3)CC2)cc1[N+](=O)[O-],0.6
Cc1nn(-c2ccccc2)c(C)c1C(=O)NCc1ccc(F)cc1,2.7
O=C(O)CCC(=O)Nc1sc2c(c1C(=O)Nc1cccc3ccccc13)CCCCC2,0.7
CSc1nc(C(=O)N2CCc3c([nH]c4ccccc34)C2c2ccccn2)cs1 (stereo not given),3.7
Cc1nc(-c2ccc(NC(=O)c3ccco3)cc2)cs1,1.2
COC(=O)C(O)(NC(=O)OCc1ccccc1)C(F)(F)F (stereo not given),-0.8
Cc1cc(Nc2cccc([N+](=O)[O-])c2)c2cccc(C)c2n1,5.1
CCn1cc([N+](=O)[O-])c(C(=O)N2CCCc3ccccc32)n1,-0.8
Cc1ccc(CN2CCCNC2=O)cc1,1.3
COc1cc2c(cc1OC)C1(C)N(CC2)C(C(C)=O)=NN1c1ccc(Cl)cc1 (stereo not given),-2.9
N#C/C(=C\c1ccc(-c2ccccc2[N+](=O)[O-])o1)C(=O)N1CCOCC1,-0.2
CCCC(=O)N1CCCC1(C)C(=O)Nc1cc(OC)c(OC)c(OC)c1 (stereo not given),3.1
CCCNC(=O)c1c(CSc2ccccc2)noc1C(=O)NCc1ccccc1,10.8
O=Cc1c[nH]c2ccc(NC(=O)OCc3ccccc3)cc12,7.8
CCN(CCn1cccn1)C(=O)c1ccc(OC2CCN(C(=O)COC)CC2)cc1,0.5
COc1ccccc1CCNC(=O)CCNS(=O)(=O)c1ccc(NC(C)=O)cc1,-0.7
Cc1ccc(C(=O)Oc2coc(CSc3ncccn3)cc2=O)cc1[N+](=O)[O-],-5.0
CC(=O)c1cccc(N(CC(=O)Nc2ccc(F)cc2F)S(C)(=O)=O)c1,-1.4
Cc1cc(C)c(NC(=O)Cn2nnc(C(=O)Nc3ccc(F)cc3F)c2N)c(C)c1,0.6
COCCNC(=O)C1CCCN(S(=O)(=O)c2cccc3nsnc23)C1 (stereo not given),0.5
O=C(OCC(=O)N1CCCC1)c1c(Cl)ccc(Cl)c1Cl,0.8
C/C(=N\Nc1ccccc1)c1c(O)cc(C)oc1=O,-3.8

# Given with each value named: 2 of the compounds above
O=C(CSc1nnc(Cn2c(=O)sc3ccccc32)n1-c1ccccc1)NCc1ccco1
  TbREL1 inh: 4.1

COc1ccccc1NC(=O)c1c(NC(=O)CCC(=O)O)sc2c1CCCCC2
  TbREL1 inh: -2.4

# Next part
SMILES,TbREL1 inh
CNC(=S)N(C)/N=C1/C(=O)N(Cc2c(Cl)cccc2Cl)c2ccccc21,6.0
Cn1nc(CC(=O)Nc2cccc3ncccc23)c2ccccc2c1=O,4.7
Nc1nc2c(C(=O)N3CCOCC3)nnn2c2ccccc12,0.7
COc1cc(OC)cc(C(=O)NCCCN2CCOCC2)c1,1.2
CCOC(=O)C1(CCc2ccccc2)CCN(C(=O)c2ccoc2)CC1,1.0
O=C(O)Cc1cc(=O)[nH]n(-c2ccccc2)c1=O,3.7
COc1ccc(-c2ccc(C(=O)NC3CCCCC3)c3occc23)c(C)c1,-1.0

# Compound activity: PubChem, The Scripps Research Institute Molecular Screening Center
